# SK-BR-3 tox 24h = SK-BR-3 proliferation inhibitors, primary screen, cell-based, human, 24 h | SK-BR-3 viability, CellTiter-Glo ATP luminescence; stronger effect = lower value | viability, % at 10 µM | 41,000 compounds, 0.47% hits | AID 847, 2007;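 active means viability at or below the median of all test compounds minus 3 SD, in both replicates if run twice, cut at about 45% in these data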;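 further: 100% = median untreated cell wells and 0% = median positive control drug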
# An asterisk follows results filed as active. Not all compounds are listed; count on the stated rates, not on these rows.
mol	SK-BR-3 tox 24h
Cc1ccc2cc3c(NC(=O)c4ccco4)nn(CC(C)C)c3nc2c1	83.5
Cc1nc2scc(-c3cccs3)c2c(=O)o1	100.8
COc1ccc(CNC(=O)NC2CCCCC2)cc1	94.6
COc1ccccc1-n1cnc2cc(NC(C)=O)ccc21	102.8
Cc1c(C)[n+](=O)c2c(n1[O-])CCCCC2	95.0
Cc1ccc(Cl)c(OCC(=O)Nc2ccc3c(c2)OCCO3)c1	115.8
CCCC(=O)Nc1nnc(CC(=O)N2CCCC2)s1	110.3
Cc1cccc2c(=O)cc(C)n(CC(=O)N3CCCCC3)c12	92.4
Cc1ccc(S(=O)(=O)NC2=NCN(CCc3ccccc3)CN2)cc1	134.8
O=C(NCCS(=O)CCNC(=O)C(F)(F)F)C(F)(F)F	63.9
CC(C)CC(=O)Nc1nnn(C)n1	104.7
COc1ccccc1N/C(N)=N/c1nc(CSc2ccc(C)cc2)cc(=O)[nH]1	98.1
Cn1nnc2cc(C(=O)NCCC3=CCCCC3)ccc21	86.7
COc1cc(OC)cc(C(=O)Nn2cc(C(=O)N3CCN(C)CC3)c3ccccc3c2=O)c1	89.2
Cc1c(Cl)cccc1N(CC(=O)O)S(C)(=O)=O	85.6

# Some of the entries so far, field by field.
SMILES: COc1ccccc1-n1cnc2cc(NC(C)=O)ccc21
  SK-BR-3 tox 24h: 102.8

SMILES: COc1ccc(CNC(=O)NC2CCCCC2)cc1
  SK-BR-3 tox 24h: 94.6

# Remaining list, next part:
mol	SK-BR-3 tox 24h
CC(C)(C)c1nnc2sc(SCC(=O)c3cccs3)nn2c1=O	71.1
CCC(CC)C(=O)N1c2ccc(F)cc2CCC1C (stereo not drawn)	78.1
Nc1ccn(-c2ccc(Cl)cc2)c(=O)c1	98.1
O=C1NCC(O)=C1C=NCCCO	31.2*
CCCCCn1c(=O)[nH]c2cc(C(=O)NCCCN(CC)CC)ccc2c1=O	78.4
COc1ccc(-c2c(NC(C)=O)n(C)c3ccccc3c2=O)cc1	93.0
COc1ccc(S(=O)(=O)n2cnc3cc(C)c(C)cc32)cc1	109.6
Cc1cc(C(=O)Nc2sc3c(c2C#N)CCC(C)C3)no1 (stereo not drawn)	87.2
c1ccc(CCN2CN=C(Nc3nc4ccccc4o3)NC2)cc1	95.8
C=CCSc1nnc2c(n1)OC=Nc1ccccc1-2	80.2
CCn1c(=O)cc(O)c2ccccc21	100.6
CC(Oc1cccc(Cl)c1)C(=O)Nc1cc(=O)n(C)c(=O)n1C (stereo not drawn)	104.4
Cc1ccnc2nc(C(=O)OCCOc3cccc(Br)c3)nn12	103.9
O=C(CCCNS(=O)(=O)c1ccccc1)NCc1ccco1	75.0
CCN1CCc2c(sc(N)c2C#N)C1	81.8
Cc1ccc(CS(=O)(=O)CCC(=O)NCCCN2CCCC2=O)cc1	93.2
CCOC(=O)CSC1=C(C#N)C(c2ccc(C)s2)CC(=O)N1 (stereo not drawn)	117.7
CCOCC(=O)N1CCN(c2ccc(F)cc2)CC1	87.5
Clc1ccc(OCc2nnc(-c3ccccc3Br)o2)c(Cl)c1	87.5
COc1cc(CN2CCC(C(=O)N3CCC(C)CC3)CC2)cc(Br)c1O	58.0
CCCN1C(=O)c2cc(C(=O)NCc3ccc(OC)cc3)ccc2C1O (stereo not drawn)	91.4
Cc1cccc2cc(COC(=O)COc3ccccc3)c(=O)[nH]c12	94.0
O=C(c1ccc2c(c1)OCO2)N(CC1CCCO1)C1(C(=O)NC2CCCC2)CCCCC1 (stereo not drawn)	95.5
Cc1ccnc(N2CCN(c3c4c(c(C#N)c5nc6ccccc6n35)CCC4)CC2)c1	80.5
CC(=O)NC(CC(=O)NCC(c1ccco1)N(C)C)c1ccccc1 (stereo not drawn)	70.6
CCOC(=O)c1cnn2c1[nH]c(=O)c1ccccc12	68.0
COC(=O)c1ccc(NC(=O)CCNS(=O)(=O)c2cccc3nonc23)cc1	107.2
CC(=O)Nc1cccc(N(C)C)c1	92.1
COc1ccc(-c2nc3nc(C)c(Cc4ccccc4)c(=O)n3[nH]2)cc1	90.2
O=C(c1cnc(N2CCN(c3ncccn3)CC2)c2ccccc12)N1CCN(c2ncccn2)CC1	69.6
O=C(CSc1nc2c(c(=O)n1-c1ccc(Br)cc1)SCC2)NCC1CCCO1 (stereo not drawn)	90.3
CC(C)C(OC(=O)c1cc2occc2n1C)C(=O)NCc1ccc2c(c1)OCO2 (stereo not drawn)	86.5
CC(=O)Nc1ccc2nc(-c3cccs3)[nH]c2c1	114.9
CCc1nnc(NC(=O)CSc2nnc(CSc3nc(C)cc(C)n3)n2C)s1	93.7
CCC(=O)NCc1nc2ccccc2n1Cc1ccccc1F	87.8
O=C(COc1ccccc1Cl)NCc1ccco1	94.6
Cc1cccc(N(C(=O)Cn2nnc3ccccc32)C(C(=O)NCc2ccco2)c2ccncc2)c1C (stereo not drawn)	57.6
Cn1c(CNc2cccc(Cl)c2)nnc1SCC(=O)OC1CCCCC1	93.0
COc1ccc(CC(CC(=O)O)C(=O)Nc2ccc(OC)cc2)cc1 (stereo not drawn)	77.0
COc1ccccc1CNc1nc2nc(C)c(C)c(=O)n2[nH]1	78.8
O=C(CNS(=O)(=O)c1cccs1)N1CCCC1	106.4
COc1cc(C(=O)OC(C)CN2CCOCC2)cc(OC)c1OC (stereo not drawn)	90.2
Cc1ccc(NC(=O)C2CCCNC2=O)nc1 (stereo not drawn)	103.4
c1ccc(-c2ccc(-c3nc(-c4ccccn4)no3)cc2)cc1	67.0
CC(=O)N1CCN(c2ccccc2NC(=O)COc2cc(C)ccc2C(C)C)CC1	91.1

# A run of entries taken from the entries so far, for reference:
mol	SK-BR-3 tox 24h
COc1ccc(CC(CC(=O)O)C(=O)Nc2ccc(OC)cc2)cc1 (stereo not drawn)	77.0
COc1ccccc1CNc1nc2nc(C)c(C)c(=O)n2[nH]1	78.8
O=C(CNS(=O)(=O)c1cccs1)N1CCCC1	106.4
COc1cc(C(=O)OC(C)CN2CCOCC2)cc(OC)c1OC (stereo not drawn)	90.2
Cc1ccc(NC(=O)C2CCCNC2=O)nc1 (stereo not drawn)	103.4
c1ccc(-c2ccc(-c3nc(-c4ccccn4)no3)cc2)cc1	67.0
CC(=O)N1CCN(c2ccccc2NC(=O)COc2cc(C)ccc2C(C)C)CC1	91.1

# Next section
smiles	SK-BR-3 tox 24h
CCCn1nnc(NC(=O)c2ccc(Br)cc2)n1	88.8
CCOc1ccc(C2CC(c3ccccc3)Nc3nc(N)nn32)cc1 (stereo not drawn)	103.9
O=C(NCc1cccnc1)NC(C(F)(F)F)C(F)(F)F	94.8
CCOC(=O)c1nc2ccccc2s1	100.4
CCn1c(NC(=O)c2ccco2)c(-c2ccccc2Cl)c(=O)c2ccccc21	83.5
COc1ccccc1NC(=O)CSc1nnc(-c2ccco2)n1Cc1ccco1	98.7
Cc1ccc(C(O)c2cccnc2)o1 (stereo not drawn)	84.3
NC(=O)C1CCN(C(=O)CN2CCCc3ccccc32)CC1	107.4
COc1ccc(OC)c(C2/C(=C(/O)c3ccccc3)C(=O)C(=O)N2Cc2ccco2)c1 (stereo not drawn)	98.0
O=c1cc(CSc2nnc(COc3ccccc3)o2)c2ccccc2[nH]1	76.6
COc1ccccc1N(O)C1CC(=O)N(c2ccc(Br)cc2)C1=O (stereo not drawn)	67.0
COc1ccc(OCCNS(=O)(=O)c2ccccc2)cc1	70.3
O=C(c1ccccc1)C1CCc2occc2C1=O (stereo not drawn)	76.2
c1ccc2nc3c(nc2c1)sc1nc2ccccc2n13	103.9
CCOC(=O)c1cn(CC(=O)Nc2ccc(C(C)C)cc2)nn1	75.0
COc1ccc(C2=CC(c3ccc(C)cc3)n3nnnc3N2)cc1 (stereo not drawn)	78.7
Cc1cccc(NC(=O)C2C(C(=O)O)C3C=CC2C32CC2)c1C (stereo not drawn)	72.8
CCC(=O)Nc1cc(C)c(NC(=O)c2ccco2)cn1	97.5
O=S(=O)(c1cccc(Cl)c1)N1CCCC1	89.0
C=CCc1cccc(C2Nc3ccccc3C(=O)N2O)c1O (stereo not drawn)	96.3
Cc1ccc(C(C)C)c(OCCCN2CC(C)OC(C)C2)c1 (stereo not drawn)	81.8
N=c1c2c3c(sc2nc2n1CCCCC2)CCCCC3	97.9
COc1ccc(S(=O)(=O)Nc2cc(C)cc(C)n2)c2ccccc12	105.9
CCCn1nnc(NC(=O)COc2ccc(C3CCCCC3)cc2)n1	96.8
NC(=O)C1(N2CCCCC2)CCN(CC(=O)Nc2ccc(Oc3ccccc3)cc2)CC1	82.8
Cc1ccc(Nc2cc(C)nc3nnnn23)cc1	79.5
COc1ccc(CCNC(=O)c2c(O)c3c([nH]c2=O)CCCC3)cc1OC	85.5
CC(=O)NC1CC2CCCC(C1)N2S(=O)(=O)c1cccc(F)c1 (stereo not drawn)	99.8
O=C(CCN1C(=O)C2CC=C(Cl)CC2C1=O)Nc1ccccc1O (stereo not drawn)	101.0
Cc1noc(C)c1C(=O)N1CCN(Cc2ccc3c(c2)OCO3)CC1	98.1

# Single entries from the results shown:
# Reading of O=C(NCc1cccnc1)NC(C(F)(F)F)C(F)(F)F in SK-BR-3 tox 24h: 94.8
# Reading of O=c1cc(CSc2nnc(COc3ccccc3)o2)c2ccccc2[nH]1 in SK-BR-3 tox 24h: 76.6
# Reading of COc1ccc(C2=CC(c3ccc(C)cc3)n3nnnc3N2)cc1 (stereo not drawn) in SK-BR-3 tox 24h: 78.7

# Continuation:
smiles	SK-BR-3 tox 24h
FC(F)(F)c1cc(-c2ccco2)nc(-n2nnc3ccccc32)n1	113.5
CN1CCN(c2ccccc2NC(=O)c2ccc(-c3ccccc3)cc2)CC1	82.2
N#Cc1c(NCCCO)nc(NCc2ccccc2)c2c1CCN(Cc1ccccc1)C2	64.6
Cc1c(NC(=O)c2cc(-c3cccs3)on2)c(=O)n(-c2ccccc2)n1C	111.5
CC(=O)N(Cc1ccco1)C1(C(=O)NC2CCCCC2)CCCCC1	74.1
Cc1cc(C)n(C(=O)c2ccncc2)n1	96.9
Cn1ncc(N)c1C(=O)Nc1cccc(C(F)(F)F)c1	95.6
COC(=O)CSc1nnc(-c2ccoc2C)n1-c1ccc(OC)cc1	100.3
CC(=O)c1cnc2nc(C(F)(F)F)nn2c1C	98.2
Cc1onc(-c2ccccc2)c1C(=O)Oc1cccnc1	97.3
O=C1Nc2ccccc2C(O)(C(=O)N2CCCCC2)N1c1ccccc1 (stereo not drawn)	108.4
COc1cc(/C=c2\sc3nc(-c4ccncc4)nn3c2=O)ccc1OC(C)=O	99.8
Cc1cc(C)n2nc(C(=O)NCc3ccco3)nc2n1	90.9
O=C(NCC1CCCO1)C1CCCN(S(=O)(=O)c2cccc3nsnc23)C1 (stereo not drawn)	64.2
CC(C)(C)c1cc(CCC(=O)N2CCNCC2)c(C(C)(C)C)cc1O	87.0
COc1cccc(C(=O)Nc2ccccc2N2CCCC2)c1	107.5
O=C(CCC(=O)N(CC(=O)NC1CCCC1)C1CCCC1)Nc1ccccn1	84.1
CC1CN(S(=O)(=O)Cc2ccccc2)CC(C)O1 (stereo not drawn)	91.1
O=C(NCc1cccs1)C1CCC(=O)N1C1CCCCC1 (stereo not drawn)	71.0
Cc1cc(CN(C)C)c(O)c(C2(C)CCCCC2)c1	92.8
COc1ccc(CC2CCOC2=O)cc1 (stereo not drawn)	92.3
COc1cccc(OC)c1C(=O)Nn1c(C2CCC2)nc2ccccc2c1=O	85.3
Cc1cccc(N2C(=O)C3C4C=CC(C4)C3C2=O)c1 (stereo not drawn)	107.3
CCCCCCSC1=C(C#N)C(c2ccccc2)CC(=O)N1 (stereo not drawn)	97.4
COc1ncnc2c1NC(=O)CS2	56.5
COc1cc(C2C(C#N)=C(C)NC3=C2C(=O)CC(C)(C)C3)ccc1OCCO (stereo not drawn)	103.0
CCOC(=O)C1CCN(c2nc3ccccc3nc2C(C#N)C(=O)OC(C)C)CC1 (stereo not drawn)	88.8
Cc1nnc(SCSc2nnc(C)s2)s1	106.5
COC(=O)C1=C(C)NC(C)=C(C(=O)OC)C1c1ccc(NC(C)=O)cc1	99.8
Cc1ccc(N2C(=O)SC(N(CC(=O)O)c3cccc(C)c3)C2=O)cc1 (stereo not drawn)	76.9
CN1CCc2c(sc3ncn4nc(-c5ccccc5O)nc4c23)C1	79.5
Cc1cc(C)c(-n2c(O)c(C=NCCN3CCOCC3)c(=O)[nH]c2=O)c(C)c1	83.2
CCc1nc(SCC(=O)Nc2ccc3c(c2)OCCO3)c2oc3ccccc3c2n1	89.3
O=C(CN(c1ccc(F)cc1)S(=O)(=O)c1ccc2c(c1)OCCO2)NCC1CCCO1 (stereo not drawn)	44.8
COc1cc(C2c3c(oc4c(C)cc(C)cc4c3=O)C(=O)N2Cc2cccnc2)cc(OC)c1OC (stereo not drawn)	60.3
C=CCOc1c(OC)cc(Cl)cc1C1NC(=O)NC(C)=C1C(C)=O (stereo not drawn)	95.8
O=C(c1c(F)cccc1F)N1CCC(O)(c2cccnc2)CC1	69.3
Cc1ccc(N2C(=O)c3ccccc3C2=O)cc1Cl	93.4
Cc1noc(C)c1CSCC(=O)NC1=NCCS1	97.3
CC(NC(=O)c1cnc2n(c1=O)CCS2)c1ccccc1 (stereo not drawn)	91.2
O=C(Nc1ccc(F)cc1F)c1cc(-c2ccco2)on1	74.5
COc1ccc(C(=O)Nc2ccccc2-c2nnn(CC(=O)NCc3ccco3)n2)cc1	72.2
COc1ccc(-c2ccc(SCC(=O)NCc3ccco3)nn2)cc1OC	87.3
CC(=O)Nc1cccc(NC(=O)c2oc3ccccc3c2C)c1	89.4
COc1ccccc1N1CCN(C(=O)C(NS(=O)(=O)c2cccs2)c2ccccc2)CC1 (stereo not drawn)	81.7
O=C(O)COc1ccc2nsnc2c1Cl	97.6
CCOC(=O)c1c(=O)n(O)c2ccc(C)cc2[n+]1[O-]	123.9
Cc1ccc(S(=O)(=O)N2CCCC2C(=O)Nc2nccs2)cc1 (stereo not drawn)	122.5
O=C(c1cccc(C(=O)N2CCc3ccccc32)n1)N1CCc2ccccc21	100.6
O=C(O)C1CCCCC1C(=O)Nc1ccc(Cl)cc1 (stereo not drawn)	98.2
COc1cc(NC(=O)C(C)C)ccc1NC(=O)c1ccco1	105.7
CCN1C(=O)CC(N2CCN(C(c3ccccc3)c3ccccc3)CC2)C1=O (stereo not drawn)	114.6
O=C(Cc1cccs1)N1CCCC(c2nc3c(nnn3Cc3ccc(F)cc3)c(=O)[nH]2)C1 (stereo not drawn)	65.5

# Screening results: PubChem, SRMLSC
